# S2 tox – viability counter-screen for ATXN expression inhibitors | S2 cells (HEK-293 line with an ATXN2-luciferase reporter) viability, CellTiter-Fluor protease fluorescence, 24 h | Potency, µM (highest dose often 56.7 µM), actives largely listed as cytotoxic | 400,000 tested, 0.49% active; active = well fitted cell-killing curve with a large enough effect; inconclusive = small, poorly fitted or top-dose-only effect, or effect the other way; inactive = no such curve, though single readings can be large or run the other way; also: nearly all actives have a fitted effect of over 40% in size
# The depositor's hits bear a star; i = inactive; u = inconclusive; [ ] = another dose, or the depositor's remark. Potency is read from the fitted curve at half-maximal effect.
SMILES,S2 tox
COc1cc(C[C@@H]2NCCc3cc(O)c(O)cc32)cc(OC)c1OC,i
O=C(O)[C@H](O)[C@@H](O)[C@H](O[C@@H]1O[C@H](CO)[C@H](O)[C@H](O)[C@H]1O)[C@H](O)CO,i
CCO[C@H]1[C@H](NC(=O)c2cccnc2)c2ccccc2C12CCN(C(=O)c1cc(C)n(C)n1)CC2,i
O=C(NCc1ccncc1)c1cnn(-c2nccc(-c3cccs3)n2)c1C1CC1,i
O=C(OCCOCCO)c1ccccc1Nc1cccc(C(F)(F)F)c1,i
COc1cc(C(=O)N2CCCCCCC2)cc(OC)c1OC,i
Cc1ncoc1C(=O)N1CCOc2ccc(CN3CCN(c4ccccn4)CC3)cc2C1,i
COc1ccc(S(=O)(=O)NCc2nc(N3CCCC3)c3cccc(C)c3n2)cc1OC,u
COc1cc2nc(N3CCCC(O)C3)c(CNCc3ccccc3C(F)(F)F)cc2c(OC)c1OC (stereo not given),i
Cc1ccc(O)c2ncccc12,u
Cc1ccsc1C(=O)N(Cc1cc2cc3c(cc2nc1N1CCOCC1)CCC3)CC1CCCO1 (stereo not given),i
CCCCCOc1ccccc1/C(=C\SC)n1ccnc1,i
COc1cccc(-n2c(SC)nnc2C2CCN(Cc3nc4ccccc4s3)CC2)c1,i
OC1(c2cccnc2)CCN(Cc2ccc3c(c2)CN(Cc2cc4ccccc4s2)CCO3)CC1,u
Cc1cc(=O)c(C(=O)N(C)CCc2ccccn2)c2n1-c1ccccc1SC(c1ccsc1)C2 (stereo not given),u
CCN1CCN(C(=O)N[C@@H](C(=O)N[C@@H]2C(=O)N3[C@@H]2SC(C)(C)[C@H]3C(=O)O)c2ccccc2)C(=O)C1=O,i
COC(=O)c1c(OCC2CCCN(C)C2)cc(=O)n2c1CCN(Cc1ccc(OC)c(O)c1)CC2 (stereo not given),i
COc1ccccc1CCc1nc2ccccc2n1C1CCN(C(=O)c2cn3ccsc3n2)CC1,i
CCCS(=O)(=O)NCc1c(C)ncc2c1CCN(C(=O)c1cccc(Cl)c1F)C2,i
Cc1c(C(=O)NCCN2CCOCC2)cnn1-c1nccc(-c2cc3ccccc3o2)n1,i
COc1cccc(OC)c1CN1CCC2(CCC(CNC(=O)c3ccn(C)n3)O2)CC1 (stereo not given),i
CC(=O)OCC(=O)[C@@]1(O)[C@H](OC(C)=O)C[C@H]2[C@@H]3CCC4=CC(=O)C=C[C@]4(C)[C@@]3(F)[C@@H](O)C[C@@]21C,i
Cc1cnc(-n2ncc(C(=O)NCc3ccncc3)c2-c2cccs2)nc1-c1ccc(F)cc1,i
Cc1ccc(-c2ncc(Cl)cc2-c2ccc(S(C)(=O)=O)cc2)cn1,i
CN1CCCCCC1C(=O)NCCN1Cc2ccccc2OC(c2ccsc2)C1 (stereo not given),i
CN(CCO)C(=O)c1cn(C2CCN(Cc3c(F)cccc3Cl)CC2)nn1,i
CCCCC[C@H](O)/C=C/[C@H]1[C@H](O)CC(=O)[C@@H]1CCCCCCC(=O)O,i
Cc1ccc(C(=O)N(Cc2cc3ccc(F)cc3nc2N2CCC(O)CC2)CC2CCCO2)cc1 (stereo not given),i
NCCCC[C@H](NC(=O)[C@@H]1CCCN1C(=O)[C@@H]1CSSC[C@H](NC(=O)CNC(=O)CNC(=O)CN)C(=O)N[C@@H](Cc2ccc(O)cc2)C(=O)N[C@@H](Cc2ccccc2)C(=O)N[C@@H](CCC(N)=O)C(=O)N[C@@H](CC(N)=O)C(=O)N1)C(=O)NCC(N)=O,i
NC(=O)C(=O)N/N=C/c1ccc([N+](=O)[O-])o1,i
CC(C)c1c(C(=O)NCC2(N3CCOCC3)CCCC2)cnn1-c1nccc(-c2cccs2)n1,i
CCC1C(=O)NCCN1Cc1ccc2c(c1)CN(Cc1ccc(OC)cc1OC)CCO2 (stereo not given),i
O=C(C1CCCCC1)N1CCOc2ccc(CN3CCN(Cc4ccccn4)CC3)cc2C1,i
CC(C)C[C@@H](N)C(=O)O,i
CCN(CC)C1CCN(C(=O)c2cnn(-c3nccc(-c4ccco4)n3)c2C(C)C)C1 (stereo not given),i
CCOC(=O)C(=O)CCCCCCl,i
COc1cc(=O)n2c(c1C(=O)NCc1ccc3c(c1)OCO3)CCN(C(=O)c1cccc(F)c1)CC2,i
CCOC(=O)N1CCC(N2CCOc3ccc(CN4CCC(O)(c5cccnc5)CC4)cc3C2)CC1,i
CC(C)c1c(C(=O)NCC(C)(C)N2CCOCC2)cnn1-c1nccc(-c2cccs2)n1,u
CC1=C(C(=O)O)N2C(=O)[C@@H](NC(=O)[C@H](N)C3=CCC=CC3)[C@H]2SC1,i

# Gathered by group, those above containing fluorine.
SMILES,S2 tox
O=C(OCCOCCO)c1ccccc1Nc1cccc(C(F)(F)F)c1,i
COc1cc2nc(N3CCCC(O)C3)c(CNCc3ccccc3C(F)(F)F)cc2c(OC)c1OC (stereo not given),i
CCCS(=O)(=O)NCc1c(C)ncc2c1CCN(C(=O)c1cccc(Cl)c1F)C2,i
CC(=O)OCC(=O)[C@@]1(O)[C@H](OC(C)=O)C[C@H]2[C@@H]3CCC4=CC(=O)C=C[C@]4(C)[C@@]3(F)[C@@H](O)C[C@@]21C,i
Cc1cnc(-n2ncc(C(=O)NCc3ccncc3)c2-c2cccs2)nc1-c1ccc(F)cc1,i
CN(CCO)C(=O)c1cn(C2CCN(Cc3c(F)cccc3Cl)CC2)nn1,i
Cc1ccc(C(=O)N(Cc2cc3ccc(F)cc3nc2N2CCC(O)CC2)CC2CCCO2)cc1 (stereo not given),i
COc1cc(=O)n2c(c1C(=O)NCc1ccc3c(c1)OCO3)CCN(C(=O)c1cccc(F)c1)CC2,i

# The listing picks up; the 3 compounds before the break are reprinted first.
SMILES,S2 tox
CCOC(=O)N1CCC(N2CCOc3ccc(CN4CCC(O)(c5cccnc5)CC4)cc3C2)CC1,i
CC(C)c1c(C(=O)NCC(C)(C)N2CCOCC2)cnn1-c1nccc(-c2cccs2)n1,u
CC1=C(C(=O)O)N2C(=O)[C@@H](NC(=O)[C@H](N)C3=CCC=CC3)[C@H]2SC1,i
COc1ccc2cccc(CCNC(C)=O)c2c1,i
CO[C@H]1C[C@H](O[C@H]2[C@H](C)[C@@H](O[C@@H]3O[C@H](C)C[C@H](N(C)C)[C@H]3O)[C@@H](C)C[C@]3(CO3)C(=O)[C@H](C)[C@@H](O)[C@@H](C)[C@@H](C)OC(=O)[C@@H]2C)O[C@@H](C)[C@@H]1O,i
Cc1c(C(=O)NCC2COCCO2)cnn1-c1ncc2c(n1)-c1ccccc1CC2 (stereo not given),i
NC(=O)[C@@H]1CCCN1C(=O)CCN1Cc2ccccc2OC(c2ccccc2F)C1 (stereo not given in full),i
CN(C)c1cccc(C(=O)NCC2Cc3cccc(-c4cncnc4)c3O2)c1 (stereo not given),i
Oc1ccc(-c2cnccn2)cc1CN1CCN(C2CCCCC2)CC1,u
CCn1c(-c2cccc(OC)c2)nc2cc(NC(C)=O)cc(C(=O)N3CCCC(C(C)=O)C3)c21 (stereo not given),i
O=C(CC1(c2cccc(F)c2)CC(=O)N(Cc2cccnc2)C1=O)N1CCCCCCC1 (stereo not given),i
COc1ccc(CN2CCOc3ccc(CN4CCC(O)(c5cccnc5)CC4)cc3C2)cc1OC,i
NC1CCN(c2cccc(Cl)n2)CC1,i
COc1ccccc1-c1ccnc(-n2ncc(C(=O)NCc3cccnc3)c2C)n1,i
CCC1CN(CCC(=O)NC2CCOC(C)(C)C2)Cc2cc(OC)ccc2O1 (stereo not given),i
CC1=C(C(=O)OC(C)C)C(c2cccc([N+](=O)[O-])c2)C(C(=O)OC2CN(C(c3ccccc3)c3ccccc3)C2)=C(N)N1 (stereo not given),35.5µM*
CC(NC(=O)C1CCOCC1)c1nnc2n1CCN(Cc1cc3c(cc1Cl)OCO3)CC2 (stereo not given),i
O=S1(=O)c2cccc3cccc(c23)N1CCCN1CCN(c2ccc(F)cc2)CC1,i
Cc1occc1C(=O)NCCN1Cc2ccccc2OC(c2ccccc2F)C1 (stereo not given),i
Cc1noc(C)c1CCC(=O)N1CCOc2ccc(CN3CCN(c4ccccn4)CC3)cc2C1,i
CC1(CN2CCC(n3c(=O)[nH]c4ccccc43)CC2)OCc2ccccc2-n2cccc21 (stereo not given),u
CC[C@@]1(O)C(=O)OCc2c1cc1n(c2=O)Cc2c-1nc1ccccc1c2/C=N/OC(C)(C)C,i
CO[C@H]1[C@@H](O)[C@H](N)[C@@H](O[C@H]2O[C@H]([C@H](C)N)CC[C@H]2N)[C@H](O)[C@@H]1N(C)C(=O)CN,i
O=C(NCC1CCC2(CCN(Cc3ccc4ncccc4c3)CC2)O1)C1CCCO1 (stereo not given),u
Cc1cc(C)nc(S[C@@H]2C[C@@H](C(=O)N3CCCN(C)CC3)N(Cc3cc(F)ccc3F)C2)n1,i
CSc1ccc2c(c1)[C@H](N1CCN(C)CC1)Cc1ccccc1S2,i
CCN(CCO)CCCC(C)Nc1ccnc2cc(Cl)ccc12 (stereo not given),i[5.17 µM]
COc1ccc2cc(CNCc3ccccc3Cl)c(N3CCCC(CO)C3)nc2c1 (stereo not given),i
CN(Cc1cnc2ccccn12)C1CCN(c2cccc(NC(=O)c3cccnc3)c2)CC1,i
OC(CN1CCCCC1)c1cc(-c2ccccc2)on1 (stereo not given),i
COc1ccc(OC)c(-c2cc(Cl)c3c(c2)CC(CNC(=O)C(C)N2CCOCC2)O3)c1 (stereo not given),i
CCOC(=O)C1CCCN(C(=O)c2cnn(-c3ncc4c(n3)-c3ccccc3CCC4)c2C2CC2)C1 (stereo not given),i
Cc1ncc2c(c1CNS(=O)(=O)N(C)C)CCN(C(=O)c1c(F)cccc1F)C2,i
Nc1nc2c(c(=O)[nH]1)N(C=O)C(CNc1ccc(C(=O)N[C@@H](CCC(=O)O)C(=O)O)cc1)CN2 (stereo not given in full),i
Cc1ccc(C)c(CN2CCc3nnc(CNC(=O)c4cc(C)oc4C)n3CC2)c1,u
O=S1(=O)OC(c2ccc(O)cc2)(c2ccc(O)cc2)c2ccccc21,u
C[N+](C)(C)CC[N+]1(C)Cc2c(Cl)c(Cl)c(Cl)c(Cl)c2C1,i
Cn1c(-c2ccncc2)nc2cc(C(=O)N[C@H]3CCCCNC3=O)cc(NC(=O)C3CCC3)c21,i
Cc1cc(CNC(=O)c2cnn(-c3ncc4c(n3)-c3ccccc3CCC4)c2C2CC2)on1,i
CC1CS(=O)(=O)CCN1/N=C/c1ccc([N+](=O)[O-])o1 (stereo not given),u
Cc1cc(C(=O)Nc2cccc(-c3nc(CNC(=O)c4cc5ccccc5[nH]4)c(C)o3)c2)c(C)o1,i
O=C1c2cccc3c2[C@H](CCC3)CN1[C@@H]1CN2CCC1CC2,u
Cc1ccccc1[C@@H](OCCN(C)C)c1ccccc1,i
Cc1nc(CC(=O)NCC2Cc3cc(F)cc(-c4ccc(F)c(C)c4)c3O2)cs1 (stereo not given),i
CCOC(=O)CN[C@@H](C(=O)N1CC[C@H]1C(=O)NCc1ccc(/C(N)=N/O)cc1)C1CCCCC1,i
Nc1ccn([C@@H]2O[C@H](CO)[C@@H](O)C2(F)F)c(=O)n1,u
CC[N+](CC)(CC)CCOC(=O)C(C1CCCC1)C1CCCC1,i
CSc1nnc(CNC(=O)/C=C/c2ccccc2Cl)n1-c1ccc(F)cc1,i
O=C(NCCCN1CCOCC1)c1cnn(-c2ncc3c(n2)-c2ccccc2CC3)c1C1CC1,i
COc1cc(=O)n2c(c1C(=O)N(C)Cc1nonc1C)CCN(C(=O)c1cc(C)ccc1C)CC2,i
CC(C)(C)NC[C@H](O)COc1ccccc1C1CCCC1,u
C[C@H](N)[C@H](O)c1cccc(O)c1,i
Nc1cccc2c(N)cccc12,u
N#CCC(=O)NN,i
COc1ccc2c(c1)OC(C)CN(CC(=O)NCc1cn[nH]c1-c1ccc(F)cc1)C2 (stereo not given),i
CC(C)c1c(C(=O)NCCN2CCOCC2)cnn1-c1nccc(-c2ccco2)n1,i
CCC1(C2CCN(Cc3ccc(C)s3)CC2)NC(=O)N(CC2COc3ccccc3O2)C1=O (stereo not given),i
COc1ccc(OC)c(-c2ccnc(-n3ncc(C(=O)N(C)CCO)c3C3CC3)n2)c1,i
COCC(=O)Nc1cc(C(=O)N[C@H]2CCCCNC2=O)c2c(c1)nc(-c1ccncc1)n2C,i
COc1ccc(/C=C/C(=O)N2CCc3c(cnc(C)c3CNC(=O)c3ccsc3)C2)cc1OC,i
COC(=O)[C@@H]1CCCN1C(=O)c1c(OC)cc(=O)n2c1CCN(Cc1ccc(C)o1)CC2,i
CCSc1nnc(C(C)NS(=O)(=O)c2cccc(Cl)c2C)n1C (stereo not given),i
Cc1nc(CN2CCN(C(=O)CC3(c4ccccc4Cl)CC(=O)N(C)C3=O)CC2)cs1 (stereo not given),i
# (next part)
SMILES,S2 tox
COc1ccc2c(c1)-c1nc(-n3ncc(C(=O)NCC4CCCN(C)C4)c3C3CC3)ncc1CC2 (stereo not given),i
O=C(c1cccc(Cl)c1)N1CCCC(Cn2cc(C(=O)N3CCCC3)nn2)C1 (stereo not given),i
COc1ccc(C(C)N(C)Cc2nc(N3CCN(C(=O)c4ccco4)CC3)c3ccccc3n2)cc1 (stereo not given),u
COc1ccc(/C=C/C(=O)N2CCc3c(cnc(C)c3CNS(=O)(=O)c3cccs3)C2)cc1,i
C#Cc1cccc(C(=O)NCc2nc(-c3cccc(NC(=O)c4ccccn4)c3)oc2C)c1,u
Cc1c(C(=O)N2CCCCCC2)sc2ncnc(NCC3CCCO3)c12 (stereo not given),i
CCCCN(CCN(CCCC)C(=O)N1CCOCC1)C(=O)N1CCOCC1,i
COc1cccc(OC)c1CN1CCC2(CCC(CNC(=O)c3ccccc3)O2)CC1 (stereo not given),i
COc1ccccc1C1CN(CCNC(=O)c2ccc3c(c2)OCCO3)Cc2ccccc2O1 (stereo not given),u
COc1cc(OC)cc(OC)c1,i
COC(=O)c1c(Cl)c(Cl)c(C(=O)OC)c(Cl)c1Cl,i
O[C@@H]1CO[C@H]2[C@@H]1OC[C@@H]2O,u

# Assay outcomes: PubChem BioAssay, National Center for Advancing Translational Sciences (NCATS)

# An excerpt, so the mix of outcomes need not match the whole.
